# CHO-K1 Ca ag: M1 agonist counterscreen hit in parental CHO-K1 cells. activation, % at 3 µM. 360,000 compounds, 0.48% hits. Fluo-8 calcium fluorescence; scaled to maximal ATP response, vehicle zero; in the data active = activation above about 15%;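 also: untransfected CHO-K1 host cells lacking M1 receptor as counterscreen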
# CHO-K1 Ca antag: counter-screen for M1 antagonists: effect in parental CHO-K1 cells | inhibition, % at 3 µM | 360,000 compounds, 0.6% hits | ATP-induced calcium, Fluo-8 fluorescence | AID 602250;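 active = inhibition above a per-plate cutoff, the plate's mean sample inhibition plus 3 SD, cut at about 24% in these data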;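 also: 0% = DMSO plus EC80 ATP and 100% = DMSO alone without ATP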
# CHO-K1 Ca PAM: M1 PAM counterscreen hit in parental CHO-K1 cells. ATP EC20, Fluo-8 calcium fluorescence; 0% at ATP EC20, 100% at ATP max. activation, % at 3 µM. 360,000 compounds, 0.02% hits. AID 602247;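 active = activation above the run cutoff, the mean activation of all test compounds plus 3 SD, cut at about 40% in these data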;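 also: peak over basal fluorescence ratio in a 140 s read after ATP addition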
# TAAR1 antag: human TAAR1 antagonism; Q96RJ0; inhibition, % at 3 µM; CHO RD-HGA16 TAAR1, Fluo-8 calcium fluorescence, antagonist; AID 624466; 360,000 compounds, 1.5% hits;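 active = inhibition above a per-plate cutoff, the mean inhibition of test compounds on that plate plus 3 SD, cut at about 49% in these data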;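 also: 0% = DMSO plus EC80 beta-PEA response and 100% = DMSO alone without agonist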
# Target sequence (Q96RJ0 whole entry, looked up): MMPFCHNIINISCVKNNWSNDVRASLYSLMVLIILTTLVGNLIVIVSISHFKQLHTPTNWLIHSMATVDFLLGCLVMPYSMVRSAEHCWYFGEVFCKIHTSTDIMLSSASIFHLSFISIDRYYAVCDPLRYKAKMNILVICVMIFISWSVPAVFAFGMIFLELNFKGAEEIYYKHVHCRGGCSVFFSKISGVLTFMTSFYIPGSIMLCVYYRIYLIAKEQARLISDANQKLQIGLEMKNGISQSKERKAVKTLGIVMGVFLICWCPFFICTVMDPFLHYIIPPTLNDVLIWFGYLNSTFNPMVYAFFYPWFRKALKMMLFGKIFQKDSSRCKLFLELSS
#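 System: RD-HGA16 CHO cells with stable hTAAR1 and Gα16 | Probe or stimulus: EC80 β-phenethylamine stimulus | Dosing: 3 µM, single point | Times: Dye loading 75 min at 37 °C, then 30 min room temperature | Measured by: Fluo-8 calcium-sensitive fluorescence | Read-out basis: % inhibition of agonist calcium response | Replicates: n of 1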
# OXTR agonist: agonists of human oxytocin receptor; 320,000 compounds, 0.32% hits; P30559; CHO-OTR cells, Fluo-8 calcium fluorescence; normalized: DMSO 0%, oxytocin 100%; activation, % at 3 µM;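 active = activation above the mean of all tested compounds plus 3 SD, cutoff set per screening run, cut at about 20% in these data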;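 also: peak over basal fluorescence ratio from a 100 s FLIPR kinetic read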
# Target sequence (P30559 whole entry, looked up): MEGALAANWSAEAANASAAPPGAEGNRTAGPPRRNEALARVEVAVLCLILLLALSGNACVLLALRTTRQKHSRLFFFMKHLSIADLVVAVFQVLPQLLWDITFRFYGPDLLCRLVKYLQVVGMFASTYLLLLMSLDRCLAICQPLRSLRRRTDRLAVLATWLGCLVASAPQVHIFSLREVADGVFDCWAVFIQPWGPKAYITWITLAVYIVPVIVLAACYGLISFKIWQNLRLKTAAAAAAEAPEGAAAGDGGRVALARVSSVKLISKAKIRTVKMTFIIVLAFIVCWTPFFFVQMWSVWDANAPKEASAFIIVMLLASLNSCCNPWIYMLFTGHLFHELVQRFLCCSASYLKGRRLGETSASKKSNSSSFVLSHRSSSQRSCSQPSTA
# OXTR potentiator: potentiators of human oxytocin receptor; P30559; CHO-OTR cells, Fluo-8 calcium fluorescence, potentiator mode; 0% = oxytocin EC15, 100% = EC100; activation, % at 3 µM; 320,000 compounds, 0.061% hits; AID 2445;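 active = activation above that plate's cutoff, the mean activation of tested compounds plus 3 SD, cut at about 6.6% in these data, passing the limit was not always enough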;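 also: 100% uses oxytocin at 75 nM as the full agonist control; some results filed as inactive read as strong as hits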
#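 Assay system: CHO-OTR cells, human receptor / Also added: oxytocin at about EC15, sub-maximal agonist stimulus / Dosing: single dose, 3.0 µM nominal final compound concentration / Incubation: 6 min pre-incubation, 100 s read / Technique: Fluo-8 calcium dye fluorescence / Read-out: % activation vs EC15 and EC100 oxytocin / Benchmarks: EC15 oxytocin low, 75 nM oxytocin high / Replicates: singlicate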
# GPR7 antagonist: antagonists of human GPR7 (neuropeptides B/W receptor 1); GPR7-expressing cells, fluorescence antagonist assay; inhibition, % at 4.4 µM; 290,000 compounds, 1.1% hits; in the data active = inhibition above about 16%, passing the limit was not always enough;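 also: cells stimulated with the agonist NPW; 0% = agonist with vehicle and 100% = vehicle without agonist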
# Target sequence (P48145 whole entry, looked up): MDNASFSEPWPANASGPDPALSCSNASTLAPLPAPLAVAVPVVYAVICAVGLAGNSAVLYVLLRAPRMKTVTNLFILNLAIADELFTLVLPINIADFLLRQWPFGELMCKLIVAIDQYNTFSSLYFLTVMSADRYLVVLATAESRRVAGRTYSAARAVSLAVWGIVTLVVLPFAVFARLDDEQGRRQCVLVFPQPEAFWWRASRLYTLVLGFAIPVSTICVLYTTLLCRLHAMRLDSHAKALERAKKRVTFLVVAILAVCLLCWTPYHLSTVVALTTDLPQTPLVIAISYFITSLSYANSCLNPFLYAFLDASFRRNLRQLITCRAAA
# CHO parental Ca: counter-screen for OX1R antagonists: effect in parental CHO cells; parental CHO-K1, ATP-induced calcium, Fluo-8 fluorescence; inhibition, % at 5.6 µM; 330,000 compounds, 0.63% hits; AID 463079;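 active = inhibition above that plate's mean sample inhibition plus 3 SD, cut at about 26% in these data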;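 also: 0% = ATP-challenged DMSO wells and 100% = DMSO wells without ATP; some compounds past the cut are filed as inactive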
#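 Assay system: parental CHO cells; Read-out basis: percent inhibition of ATP-evoked calcium rise, normalized to controls; Benchmarks: ATP and no-ATP DMSO wells; Compound dosing: single nominal dose of 5.6 µM per compound; Signal: Fluo-8 calcium dye fluorescence; Also added: ATP as calcium-mobilizing challenge; Repeats: singlicate.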
# V1aR counter: activates human V1a receptor in oxytocin agonist counter-screen; CHO-V1R cells, Fluo-8 calcium fluorescence, agonist mode; 0% DMSO, 100% 3 nM vasopressin; AID 2797; 320,000 compounds, 0.25% hits; P37288; activation, % at 3 µM;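 active = activation above the mean activation of all tested compounds plus 3 SD, per screening run, cut at about 20% in these data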;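 also: signal is peak over basal fluorescence ratio across a 100 second FLIPR read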
# Starred values were filed as active, the others as inactive; x = not tested or not shown; & = joins results of further samples.
mol	CHO-K1 Ca PAM	V1aR counter	GPR7 antagonist	OXTR agonist	CHO-K1 Ca antag	OXTR potentiator	CHO-K1 Ca ag	TAAR1 antag	CHO parental Ca
CCc1nnc(NC(=O)CSc2nc3c(c(=O)n2-c2ccccc2OC)SCC3)s1	5	0.8	-3	0.2	-3	-3	-0.3	x	-5
O=C(Cc1ccc(F)cc1)NC1CCCC1	8	-0.4	-1	-0.1	-1	-9	0.0	7	-6
COC(=O)CNC(=O)c1cn(-c2ccc(C)c(C)c2)c(=O)c2ccccc12	-3	1.2	-14	-0.1	8	-12	-0.9	10	-18
Cc1ccc(Nc2c(-c3ccc(N4CCOCC4)cc3)nc3ncccn23)cc1	8	1.2	-26	-1.5	6	-7	-0.3	-18	-13
CCN(CC)CCSc1nc(O)c(Cc2ccccc2)c(=O)n1-c1ccccc1	17	0.3	2	-1.1	-17	-13	-0.2	11	-4
CCc1ccc(N(CC(=O)NC2CCCC2)S(=O)(=O)c2c(C)noc2C)cc1	11	-1.7	-11	-1.1	2	-4	-0.3	6	-12
S=C(NC1CCCCC1)NN1CCOCC1	5	0.2	-16	0.5	-15	-4	0.7	-12	-6
CN(C)c1ccc(CNC(=O)CC[C@H]2O[C@@H](n3cnc4c(NC(=O)c5ccccc5)ncnc43)[C@H](O)[C@@H]2O)cc1	10	x	x	x	8	x	0.8	-5	x
Cc1c(C(=O)N2CCN(c3ccc(F)cc3)CC2)sc2ncnc(N3CCN(c4ccccn4)CC3)c12	2	1.7	23*	-2.0	8	-16	9.0	70*	-2
COc1ccccc1C1OC2=C(Nc3ccc([N+](=O)[O-])cc3N2)C1=O (stereo unspecified)	-15	5.9	22	4.2	5	-17	1.5	-16	-10
CCOc1ccc(NC(=O)CSc2nnc(-c3ccccc3)n2N)cc1	19	-1.3	-1	-2.5	-9	-4	0.2	-14	-14
Cc1nc(SCC(=O)N2CCc3ccccc3C2)c2c(C)c(C)sc2n1	-4	0.1	-12	1.1	0	1	1.8	16	-10
COCCNS(=O)(=O)c1ccc2c(c1)C(=NO)c1cc(S(=O)(=O)NCCOC)ccc1-2	-2	1.4	6	2.0	-4	-2	1.5	-8	5
COc1ccc(-c2ccc(CCC(=O)O)n2-c2ccc(O)cc2)cc1	24	-0.3	8	-0.3	-20	-4	0.9	-5	-10
CN1CCc2c(sc3nc(SCC(=O)N4CCOCC4)n(-c4ccc(Cl)cc4)c(=O)c23)C1	28	0.7	-13	-0.5	-14	-2	1.4	-4	-13
COc1cccc(-c2nnc(SCC(=O)OC(C)C)n2N)c1	14	-1.1	-6	-1.0	-14	-1	0.7	-1	-4
COc1ccc(OC)c(/C=N/NC(=O)c2ccc(N(C)S(=O)(=O)c3ccccc3)cc2)c1	-6	-0.2	-6	-0.8	14	-6	1.6	42	-10
CC(=O)Nc1ccc(/C=C/c2ccc3c([N+](=O)[O-])cccc3n2)cc1	7	0.3	-9	2.0	10	4	0.1	-3	-6
O=c1c2ccccc2nnn1-c1ccccc1[N+](=O)[O-]	-7	x	x	x	-5	x	0.2	15	x
COc1ccc(S(=O)(=O)c2c(O)c3ccc(C(=O)Nc4ccccc4F)cc3[nH]c2=O)cc1	-3	0.3	-5	0.6	-1	-5	-0.1	-31	-8
CC1=CC(C)(C)N(C(=O)CSc2nccn2C)c2cc(C)ccc21	11	-0.5	-5	-2.0	-19	2	-0.4	-25	-23
CC1(C(=O)NS(=O)(=O)c2cccs2)CCN1C(=O)Cc1ccc(Cl)cc1Cl (stereo unspecified)	-10	x	x	x	15	x	-0.1	-30	x
Cc1c(C(=O)Nc2ccc(S(=O)(=O)N(C)C3CCN(C)CC3)cc2)oc2c(Cl)cccc12	-1	10	x	9.2	-2	-17	3.3	-6	10
COc1ccc(C(=O)C[n+]2ccc(N)c(C)c2C)cc1	19	0.2	-5	-0.9	-9	-1	1.3	-12	6
COc1ccc(C(=O)N2CCN(c3cccc(C)c3C)CC2)cc1S(=O)(=O)NC1CC1	2	x	x	x	-7	x	1.7	-13	x
COCCN(CC(=O)Nc1cccc(C)c1C)C(=O)c1cc(-c2cccs2)nn1-c1ccccc1	-20	2.6	x	-0.4	2	-5	4.2	51*	-12
Cc1cc(N2CCN(C(=O)c3ccco3)CC2)n2nc(C)c(-c3ccccc3)c2n1	-6	x	-12	x	3	x	1.4	-7	x
CN(C)S(=O)(=O)c1ccc(Nc2nc(C3CC3)nc3c2nnn3Cc2ccccc2Cl)cc1	34	-0.1	-3	0.5	-9	-9	0.6	-12	0
CSc1ncc(Cl)c(C(=O)Nc2ccccc2Cl)n1	20	-1.5	-3	-2.7	-7	-5	2.2	-3	-10
CN1CCN(c2ccc(C(CC(N)=O)NC(=O)Cc3ccc(Br)cc3)cc2[N+](=O)[O-])CC1 (stereo unspecified)	9	0.9	x	0.5	-1	-1	3.3	13	-3
COc1ccccc1C(=O)NC1CCSc2ccccc21 (stereo unspecified)	25	0.6	3	-0.8	-10	-2	0.1	-35	-19
COC(=O)N[C@@H]1C[C@H]2[C@@H]3CC[C@H]4C[C@@H](OC)CC[C@]4(C)[C@H]3CC[C@]12C	6	0.9	x	-0.3	-18	-7	2.9	55*	-18
CC(C)c1ccc(S(=O)(=O)Nc2ccc3c(c2)OCO3)cc1	-24	3.9	x	2.3	14	-10	1.5	16	-4
Nn1c(SCC(=O)Nc2ccc(OC(F)F)cc2)nnc(Cc2ccccc2)c1=O	-1	-0.6	x	-1.4	-4	0	0.5	-22	-9
Cc1ccc(S(=O)(=O)N2CCOCC2)cc1NC(=O)CN1C(=O)CN(C)C1=O	-19	x	x	x	1	x	0.6	-12	x
CC1=C(C(=O)OCc2ccc(C)cc2)C(c2ccc(O)c([N+](=O)[O-])c2)NC(=O)N1 (stereo unspecified)	22	0.8	7	-0.3	-13	0	0.6	-1	-6
CS(=O)(=O)N1CCN(C(=O)c2cc3ccccc3oc2=O)CC1	7	-0.2	2	0.6	-11	-5	3.1	x	-7
Cc1ccc(N(C)/N=C/c2ccc(Cl)cc2Cl)nn1	11	-1.1	-5	-1.4	-9	-2	-0.4	-8	-13
Cc1cc(C)c(C)c(S(=O)(=O)N2CCN(C(=O)C3CSC4(C)CCC(=O)N34)CC2)c1C (stereo unspecified)	-4	-0.5	x	-1.5	9	0	0.6	x	-27
C/C=C(/C)C(=O)Nc1cccc(C2=NOC3(C2)C[C@H](C(N)=O)N(C(=O)Cc2ccc([N+](=O)[O-])cc2)C3)c1 (stereo partly specified)	-3	0.8	x	0.6	-6	2	-0.2	-5	-14
CCCCCCSc1cccc(-c2nc3cc(C)ccn3c2NCc2ccccc2)c1	6&8	0.8	x	-1.1	-7&-4	-7	-0.5&0.7	-26	-19
NS(=O)(=O)c1ccc(NC(=O)CSc2nnc(-c3ccc(O)cc3)o2)cc1	15	7.4	13	0.0	-12	1	0.6	1	3
CC(=O)Nc1cccc(-c2cn3ccc(C)cc3n2)c1	10	-1.4	2	-2.0	-7	-9	-0.1	3	-16
COCCCNC(=S)NNC(=O)c1ccc(C(C)(C)C)cc1	-16	7.6	-12	-1.2	7	-11	0.1	4	-6
O=C(CSc1nnc(CNC(=O)c2ccc(F)cc2)o1)c1ccccc1	-12	0.9	-12	0.3	-9	-4	2.6	-17	-24
CCOC(=O)C1(CCOc2ccccc2)CCN(Cc2cccc(OC)c2)CC1	-8	4.8	9	1.4	4	-8	5.5	-1	-16
O=S(=O)(NCc1cccnc1)c1cccc2cccnc12	7	0.5	-5	0.5	-18	0	0.8	14	2
Cc1cccc2cc(CN(CCN(C)C)C(=S)NCc3ccco3)c(=O)[nH]c12	26	-0.6	0	-0.6	-6	-5	1.2	-4	-21
CC(=O)C1=C(O)C(=O)N(c2ccc(S(N)(=O)=O)cc2)C1c1ccc([N+](=O)[O-])cc1 (stereo unspecified)	2	-0.2	1	1.6	-2	-1	0.5	4	6
O=C(/C=C/c1c(F)cccc1Cl)Nc1ccc(S(=O)(=O)Nc2ncccn2)cc1	0	3.3	-16	7.8	3	-7	0.6	-24	0
CC1=NN(c2ccc(Cl)cc2)C(=O)/C1=C\c1cccn1-c1ccc(S(N)(=O)=O)cc1	10	2.9	-5	5.4	1	-4	0.6	33	2
C=CCNC(=O)CN(c1cc(Cl)ccc1OC)S(=O)(=O)c1ccc(C)c([N+](=O)[O-])c1	5	2.1	6	-0.8	3	-7	1.3	-5	-21
O=C(Nc1cccn(Cc2ccccc2)c1=O)NC1CCCCC1	-1	0.8	-2	-0.6	-10	-10	0.7	5	-20
COc1ccc(NS(=O)(=O)c2ccc(N3CCOCC3)c(NC(=O)C(C)C)c2)cc1	-8	4.8	4	4.7	-3	-13	3.9	-20	-7
CC(=O)Nc1ccc(NC(=O)Cc2ccc(S(=O)(=O)N3CCCCC3)cc2)cc1	30	x	x	x	5	x	0.8	-19	x
N#Cc1cnc(Nc2ccc(F)cc2)nc1N	7	-0.5	-3	-1.7	-7	-1	3.3	-31	1
O=C(Cc1coc(-c2ccc(F)cc2)n1)NCc1ccccc1	-6	1.4	3	-1.4	8	-11	0.1	-14	-18
COc1ccc(N2CCN(C(=O)c3cc4c(C)nc5ccccc5c4o3)CC2)cc1	18	5.0	3	3.4	-6	-15	12	62*	-16
Cc1ccn(CCC(=O)NC2CC(C)(C)Cc3c2cnn3-c2ccccc2C)n1 (stereo unspecified)	4	0.1	-7	0.0	-14	-3	0.5	-22	-22
COc1ccc(N2CCN(C(=O)CC(NC(N)=O)c3cccc(Oc4ccccc4)c3)CC2)cc1 (stereo unspecified)	17	2.6	0	1.0	-14	-6	0.3	8	-14
CC(C)(C)Nc1scc(-c2ccccc2)[n+]1-c1ccccc1	5	-0.4	11	-0.3	-10	-7	0.5	-2	-18
[O-][N+](=C(c1ccccc1)c1ccccc1)c1ccccc1	12	x	x	x	-9	x	0.7	-2	x
CC1CCC(NC(=O)c2cccc(S(=O)(=O)NCc3ccccc3)c2)CC1 (stereo unspecified)	17	-1.3	x	-2.0	-4	0	0.8	-12	-21

# An unsorted share of the library; about 3.5% have a hit in one of these screens.
